High-throughput results as filed in PubChem BioAssay.
CHRM4 antagonist – human M4 muscarinic receptor antagonists, primary screen, CHO cells, Fluo-8 calcium fluorescence; Muscarinic acetylcholine receptor M4 (Homo sapiens), P08173; CHO-hM4 cells, ACh EC80; inhibition, % at 3 µM; actives 0.73% (n = 360,000); AID 624125, 2012;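 active = inhibition above its plate's cutoff, the mean inhibition of sample wells plus 3 SD, cut at about 27% in these data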;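 also: 0% = acetylcholine EC80 with DMSO and 100% = DMSO without agonist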
Target sequence (P08173 whole entry, looked up): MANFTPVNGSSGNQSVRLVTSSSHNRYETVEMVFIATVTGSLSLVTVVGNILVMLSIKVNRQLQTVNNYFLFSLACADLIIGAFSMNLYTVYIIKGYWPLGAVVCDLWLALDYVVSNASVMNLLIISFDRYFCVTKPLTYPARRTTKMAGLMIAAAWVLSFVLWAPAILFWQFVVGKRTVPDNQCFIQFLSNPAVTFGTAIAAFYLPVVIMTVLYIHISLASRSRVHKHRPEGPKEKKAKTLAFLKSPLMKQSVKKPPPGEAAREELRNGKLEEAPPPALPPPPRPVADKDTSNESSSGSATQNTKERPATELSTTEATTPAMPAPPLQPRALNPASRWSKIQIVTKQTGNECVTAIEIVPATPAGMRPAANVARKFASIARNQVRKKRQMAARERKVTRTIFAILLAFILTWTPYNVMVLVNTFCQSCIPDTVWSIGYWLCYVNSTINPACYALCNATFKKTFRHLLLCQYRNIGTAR
CHO parental Ca – ATP-evoked calcium signal inhibitors, parental CHO, primary screen, counter-screen for OX1R antagonist project, cell-based, fluorescence, Fluo-8 calcium dye; parental CHO-K1, ATP-induced calcium, Fluo-8 fluorescence; inhibition, % at 5.6 µM; actives 0.63% (n = 330,000); AID 463079, 2010;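 active = inhibition above that plate's mean sample inhibition plus 3 SD, cut at about 26% in these data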;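 also: 0% = ATP-challenged DMSO wells and 100% = DMSO wells without ATP; some compounds past the cut are filed as inactive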
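material = parental CHO cells | also added = ATP as calcium-mobilizing challenge | dosing = single point at 5.6 µM | detection = intracellular calcium via Fluo-8 no-wash fluorescent dye | read-out = % inhibition | benchmarks = low control ATP plus DMSO, high control DMSO only | repeats = one well per compound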
CHRM1 antagonist – human M1 muscarinic receptor antagonists, primary screen, CHO-K1 cells, Fluo-8 calcium fluorescence, 1536-well. inhibition, % at 3 µM. actives 1.3% (n = 360,000). CHO-K1 hM1, ACh EC80 antagonist. AID 588852, 2011;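 active = percent inhibition above its own plate's cutoff, namely the mean of that plate's compound wells plus 3 SD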;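 also: peak over basal fluorescence ratio during 140 s after agonist addition; 0% = ACh EC80 plus DMSO and 100% = DMSO alone without agonist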
CHO-K1 Ca antag – counter-screen for M1 antagonists: effect in parental CHO-K1 cells. AID 602250. inhibition, % at 3 µM. ATP-induced calcium, Fluo-8 fluorescence. actives 0.6% (n = 360,000);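 active = inhibition above a per-plate cutoff, the plate's mean sample inhibition plus 3 SD, cut at about 24% in these data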;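 also: 0% = DMSO plus EC80 ATP and 100% = DMSO alone without ATP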
M1 ag – human M1 muscarinic receptor agonists, primary screen, Fluo-8 calcium fluorescence, CHO-K1 cells, HTS. actives 0.33% (n = 360,000). CHO-K1 hM1, agonist mode; 0% DMSO, 100% acetylcholine EC100. activation, % at 3 µM. AID 588814, 2011;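 active = activation above the run's mean compound activation plus 3 SD, cut at about 16% in these data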;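 also: peak over basal fluorescence ratio within a 140 s kinetic read after compound addition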
CHRM1 PAM – human M1 muscarinic receptor positive allosteric modulators, primary screen, CHO-K1 cells, Fluo-8 calcium fluorescence, 1536-well. CHO-K1 hM1, ACh EC20; 0% = ACh EC20, 100% = maximal ACh. activation, % at 3 µM. actives 0.088% (n = 360,000); in the data active = activation above about 19%, passing the limit was not always enough
M4 ag – human M4 muscarinic receptor agonists, primary screen, CHO-K1 cells, Fluo-8 calcium fluorescence; Muscarinic acetylcholine receptor M4 (Homo sapiens), P08173; CHO-K1 hM4/Gqi5; vehicle 0%, full acetylcholine response 100%; activation, % at 3 µM; actives 0.14% (n = 360,000);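 active = activation above the run mean over all test wells plus 3 SD, cut at about 32% in these data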;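 also: peak over basal fluorescence ratio per well then scaled between controls; 0% = DMSO wells and 100% = acetylcholine at EC100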
OXTR potentiate – human OXTR potentiators, primary screen, fluorescence, CHO-OTR cells, Fluo-8 calcium | Fluo-8 calcium fluorescence, potentiator mode; 0% = oxytocin EC15, 100% = EC100 | activation, % at 3 µM | actives 0.061% (n = 320,000) | AID 2445, 2010 | Oxytocin receptor (Homo sapiens), P30559;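 active = activation above that plate's cutoff, the mean activation of tested compounds plus 3 SD, cut at about 6.6% in these data, passing the limit was not always enough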;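 also: 100% uses oxytocin at 75 nM as the full agonist control; some results filed as inactive read as strong as hits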
Target sequence (P30559 whole entry, looked up): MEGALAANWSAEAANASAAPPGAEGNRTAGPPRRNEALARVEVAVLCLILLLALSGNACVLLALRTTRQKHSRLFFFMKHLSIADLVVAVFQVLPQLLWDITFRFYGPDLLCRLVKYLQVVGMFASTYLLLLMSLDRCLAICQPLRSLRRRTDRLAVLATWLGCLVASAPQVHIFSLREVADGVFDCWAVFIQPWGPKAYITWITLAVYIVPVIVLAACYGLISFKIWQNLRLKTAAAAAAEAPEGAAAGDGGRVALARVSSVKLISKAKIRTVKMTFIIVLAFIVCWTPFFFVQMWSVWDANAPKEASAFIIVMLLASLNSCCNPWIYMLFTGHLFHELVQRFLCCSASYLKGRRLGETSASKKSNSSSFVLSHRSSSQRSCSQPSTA
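Assay system: CHO cell line stably expressing human OTR. Reagent: EC15 oxytocin agonist. Dosing: single dose, 3.0 µM nominal final compound concentration. Timing: compound 6 min at room temperature before oxytocin, 100 s read. Signal: kinetic Fluo-8 calcium fluorescence. Controls: oxytocin EC15 low and EC100 high.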
CHO-K1 Ca ag – counter-screen for M1 agonists: effect in parental CHO-K1 cells; AID 602248, 2012; actives 0.48% (n = 360,000); activation, % at 3 µM; Fluo-8 calcium fluorescence; scaled to maximal ATP response, vehicle zero; in the data active = activation above about 15%;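 also: untransfected CHO-K1 host cells lacking M1 receptor as counterscreen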
An asterisk follows results filed as active; nt = not tested or not shown.

SMILES	CHRM4 antagonist	CHO parental Ca	CHRM1 antagonist	CHO-K1 Ca antag	M1 ag	CHRM1 PAM	M4 ag	OXTR potentiate	CHO-K1 Ca ag
CC(C)(C)c1nc2scc(-c3ccc(Cl)cc3)c2c(=O)o1	7.4	-3.1	-6.6	-0.1	-1.9	5.5	0.5	-11.9	-0.4
CCOC(=O)N1CCC(O)(c2cc(C)c(C)cc2C)CC1	7.2	-0.7	7.5	-25.4	-1.7	-3.4	0.9	-7.1	3.5
Cc1nn(CCCC(=O)Nc2ccccn2)c(C)c1[N+](=O)[O-]	-2.9	-13.8	-9.8	-3.9	-4.2	9.2	1.2	-4.7	0.6
CNc1ccc(Br)cc(C(=O)/C=C/c2ccc(OC)cc2OC)c1=O	-12.9	-8.2	3.4	-3.0	-2.8	3.9	-0.1	-4.2	-0.3
Cc1ccc(F)cc1NC(=O)/C=C/c1ccc(S(=O)(=O)N2CCOCC2)cc1	-9.6	-8.4	0.9	-11.4	-1.2	-5.5	1.0	-3.1	0.6
Cc1c(CCC(=O)O)c(=O)oc2cc3occ(-c4ccc(F)cc4)c3cc12	-11.9	-0.8	3.9	11.0	0.1	3.4	0.9	-10.0	0.9
CC(=O)c1c(C)[nH]c(C(=O)CSc2ncnc3sc(-c4ccccc4)cc23)c1C	-1.6	0.0	7.3	-4.2	-5.0	-7.4	3.4	-2.6	5.9
Cc1cc(C)c2c(N)c(C(=O)Nc3ccccc3Cl)sc2n1	6.0	-9.0	-16.0	7.5	-1.7	8.3	-0.3	-3.2	-0.3
CC(NS(=O)(=O)/C=C/c1ccccc1)c1ccccc1 (stereo not given)	3.7	-17.6	4.6	-0.4	-10.0	3.8	-0.6	-18.7	0.0
O=C(NCC(c1ccco1)N1CCCC1)c1cn(-c2ccccc2)nc1-c1ccc(F)cc1 (stereo not given)	-7.0	nt	-5.3	-2.6	-3.5	3.6	3.6	nt	0.1
COc1ccc(OC)c2c(=O)cc(C(=O)O)[nH]c12	-6.9	2.5	-5.5	-8.6	-2.6	2.7	0.1	-4.7	0.3
Cn1c(SCC(=O)N/N=C/c2ccco2)nc2ccccc21	-4.0	-14.0	-7.8	-10.4	-4.2	2.7	2.0	-17.3	0.8
CS(=O)(=O)N(CC(=O)N1CCN(c2cccc(Cl)c2)CC1)C1CCCCC1	-1.8	-25.2	-9.3	6.5	-1.2	4.8	3.8	-12.4	4.3
COc1ccc(C2C(C(=O)OC3CCCCC3)=C(C)Nc3nnnn32)c(OC)c1OC (stereo not given)	0.0	-30.2	-11.9	-8.0	-3.8	7.0	-0.1	-3.4	1.2
COC(=O)c1nc(NC2=NCCCCC2)n[nH]1	0.2	-15.3	5.2	23.4	-1.7	-0.3	0.6	-11.1	0.2
Cc1ccc(NC(=S)N2CCC(NC(=O)c3ccccc3)CC2)cc1	-8.2	-17.2	-11.0	-22.6	-7.7	9.3	-0.1	1.3	0.7
O=C(Nc1ccc2c(c1)OCO2)C1Cc2c(-c3ccncc3)ccnc2O1 (stereo not given)	-3.6	nt	-15.1	0.3	0.7	15.4	1.6	nt	0.2
Nc1[nH]c(C(=O)c2ccccc2)c(-c2ccccc2Cl)c1C(=O)c1ccccc1	-2.8	nt	nt	-2.2	nt	nt	5.2	nt	1.5
CCCc1cc(N2CCC(C(N)=O)CC2)nc(-c2ccccc2)n1	-3.3	-17.3	0.9	-2.1	-7.9	5.4	1.0	2.9	0.5
COc1cccc(NC(=O)Cn2c(=O)oc3cc(S(=O)(=O)N4CCCC4)ccc32)c1	-6.6	-1.8	-0.6	-11.0	0.6	0.5	3.8	-9.1	5.7
O=C(CSc1nnc(NC2CCCCC2)s1)N1CCOCC1	-19.8	-1.5	-1.9	-12.3	-2.3	7.6	3.3	1.7	0.6
CC(C)CNS(=O)(=O)c1ccc(OCC(=O)NCC2CCCO2)c(Cl)c1 (stereo not given)	0.9	-7.8	-8.3	-6.0	-4.1	-1.1	0.8	-8.2	0.4
O=S(=O)(c1ccccc1)n1c(C(O)c2ccccn2)cc2ccccc21 (stereo not given)	-0.4	-16.0	2.7	1.2	-8.6	-0.9	1.6	-4.5	0.3
O=C(NCCCO)C(=O)NCc1ccccn1	-13.1	-0.6	-9.8	-8.0	-2.5	6.7	1.6	-7.3	-0.8
Cc1nc(NCCc2ccc(F)cc2)c(C#N)c(C)c1[N+](=O)[O-]	-4.3	-28.1	-0.9	-3.7	-6.9	-7.3	-0.7	-9.1	-0.6
COc1ccc(C(CNC(=O)c2ccc(S(=O)(=O)Nc3cccc(C)c3C)cc2)N2CCOCC2)cc1 (stereo not given)	11.5	nt	3.9	-14.2	-3.2	0.3	7.2	nt	5.0
COc1ccc(CCC(=O)Nc2ccc3c(c2)OCO3)cc1	-0.4	-13.6	-17.1	4.5	-1.6	6.2	1.0	-18.6	0.2
O=C1[C@H](c2ccccc2)[C@@H](c2ccccc2)N1c1ccncc1	-18.8	-12.8	-6.9	-11.5	-10.9	-3.5	-1.6	nt	0.2
O=C1NC(=O)C(Cc2ccc(Cl)cc2)(c2ccccc2)N1 (stereo not given)	-8.1	nt	-10.8	-2.3	-1.6	4.2	2.2	nt	-0.2
COc1ccc(C(=O)N2CCC2(C)C(=O)NC(C)C)c(OC)c1 (stereo not given)	-12.6	nt	-15.2	-14.9	-2.1	8.0	1.8	nt	-0.3
O=C(Nc1ccc(F)cc1)c1cccc(N2C(=O)C3C4C=CC(C4)C3C2=O)c1 (stereo not given)	-1.8	-14.9	-2.5	-0.8	-0.4	3.0	6.8	-4.2	10.2
CCN1C(=O)C2(SC(NC(C)=O)=NN2C(C)=O)c2cc(C)cc(C)c21 (stereo not given)	0.8	-4.2	0.2	-2.4	-4.2	6.8	2.4	5.2	8.0
Cc1c(C(=O)NCc2ccc(C(F)(F)F)cc2)sc(=O)n1Cc1ccc(S(=O)(=O)N(C)C)cc1	10.3	nt	24.7	3.1	2.4	-18.4	16.9	nt	8.6
CCN(CC)CCCNC(=S)N(Cc1cccs1)Cc1cc2cc3c(cc2[nH]c1=O)OCCO3	-3.0	-13.2	4.4	-1.6	-12.8	-10.2	0.8	-15.5	0.2
Cc1ccccc1C(=O)NNC(=O)Cc1cccc2ccccc12	-4.7	-16.9	-29.2	-8.9	2.0	9.2	0.5	-3.4	-0.4
O=S(=O)(Nc1ccc2c(c1)OCCO2)c1cccc2cccnc12	7.0	1.6	-5.6	-32.4	0.5	2.4	2.6	-6.0	4.8
CC(NC(=O)CCC(=O)c1ccccc1)c1ccc(F)cc1 (stereo not given)	3.6	-10.8	2.4	-3.2	-3.0	-1.9	0.6	-5.4	1.0
Cc1ccc(C(=O)C(OC(=O)CNS(=O)(=O)c2ccccc2)c2ccccc2)cc1 (stereo not given)	6.1	-13.3	-5.9	-1.9	-5.0	-1.9	0.5	-3.4	0.6
CCn1cc(C(=O)NCc2ccco2)c2cc(OC)c(OC)cc2c1=O	-14.6	-14.3	3.8	-8.5	-1.4	-0.4	7.8	-6.0	2.1
CCCS(=O)(=O)N1CCCC(C(=O)NCCCN(C)Cc2ccccc2)C1 (stereo not given)	6.0	-9.7	-7.1	14.7	-6.0	5.0	-0.2	-19.6	-0.3
COc1cc(C(O)P(=O)(OCCC(C)C)c2ccc(N(C)C)cc2)cc(OC)c1OC (stereo not given)	-3.6	-12.1	-13.3	8.4	-0.6	18.5	1.6	0.3	-0.1
COc1cccc(CNC(=O)c2cc3oc4ccccc4c3n2C)c1OC	12.5	-18.6	11.9	11.0	3.1	-1.4	0.2	-6.4	-0.3
O=C(Nc1cc2c3c(c1)CC(=O)N3CCC2)c1c(F)cccc1F	-19.6	-14.1	-13.9	-4.3	-2.9	11.4	1.1	-4.4	0.2
COCCNc1nc(Nc2ccc(C#N)cc2)c2sccc2n1	-13.1	nt	-7.5	-11.8	-3.9	-2.5	13.8	nt	4.8
CC1(C(=O)NCc2ccc(Cl)cc2)CCN1C(=O)Cc1cccs1 (stereo not given)	-9.8	nt	-10.8	9.8	-1.3	24.9	0.7	nt	0.1

Compound profiles, as listed above. Screens in order: CHRM4 antagonist | CHO parental Ca | CHRM1 antagonist | CHO-K1 Ca antag | M1 ag | CHRM1 PAM | M4 ag | OXTR potentiate | CHO-K1 Ca ag
O=S(=O)(Nc1ccc2c(c1)OCCO2)c1cccc2cccnc12 is listed as 7.0 | 1.6 | -5.6 | -32.4 | 0.5 | 2.4 | 2.6 | -6.0 | 4.8
CC(NC(=O)CCC(=O)c1ccccc1)c1ccc(F)cc1 (stereo not given) is listed as 3.6 | -10.8 | 2.4 | -3.2 | -3.0 | -1.9 | 0.6 | -5.4 | 1.0
O=C(Nc1ccc(F)cc1)c1cccc(N2C(=O)C3C4C=CC(C4)C3C2=O)c1 (stereo not given) is listed as -1.8 | -14.9 | -2.5 | -0.8 | -0.4 | 3.0 | 6.8 | -4.2 | 10.2

Continued:
SMILES	CHRM4 antagonist	CHO parental Ca	CHRM1 antagonist	CHO-K1 Ca antag	M1 ag	CHRM1 PAM	M4 ag	OXTR potentiate	CHO-K1 Ca ag
CC(=O)Nc1ccc(NC(=O)C2CC(=O)Nc3ncnn32)cc1 (stereo not given)	7.3	-3.7	-2.8	-10.0	-1.2	9.3	0.2	4.2	0.4
O=c1cc(N2CCCCC2)[nH]c(=O)n1C1CCCCC1	-12.3	-4.7	-0.4	5.3	-3.4	3.7	1.9	-3.2	-0.1
Cn1c(N)c(N=O)c(=O)n(C)c1=O	7.4	-8.5	-7.1	-12.7	-2.6	5.3	-0.2	-15.4	0.3
COc1ccccc1N1CCN(C(=O)CSc2ncccc2-c2nc3ccccc3[nH]2)CC1	2.5	-24.3	-0.2	-11.7	-6.5	-4.5	7.5	-9.6	2.5
COc1cc(/C=C/C(=O)OCC(=O)NC2CC2)cc(OC)c1OC	3.0	-3.7	-2.4	-1.9	0.1	16.0	0.2	2.6	-0.1
COc1ccc(OC)c(/C=N/NC(=O)CSc2nnc(C)n2-c2ccccc2)c1	-0.7	-19.8	-7.3	9.4	1.2	10.8	2.5	-9.4	0.4
O=C(Cc1cccs1)N/N=C/C=C\c1ccccc1[N+](=O)[O-]	-2.1	-18.7	4.3	5.5	-6.3	-3.3	1.9	-13.2	-0.2
O=C(NC(=S)Nc1ccc(S(=O)(=O)Nc2nccs2)cc1)c1ccc(F)cc1	8.9	-2.3	3.5	-10.8	0.7	0.0	1.3	1.9	2.2
CC(=O)Oc1ccc(C(=O)Nc2ccccc2C(=O)N2CCCC2)cc1	-4.2	8.5	-17.9	5.1	2.0	19.7	0.8	-4.7	0.3
COC(=O)Cc1c(C(=O)OC)nnn1-c1ccc(OC(F)(F)F)cc1	-2.5	2.7	1.2	-14.3	-5.3	-1.1	0.1	2.3	0.5
